SKBR3 24h inh: SK-BR-3 proliferation inhibitors | SK-BR-3 viability, CellTiter-Glo ATP luminescence, 24 h; stronger effect = lower value | viability, % at 10 µM | 41,000 tested, 0.47% active;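 active = viability at or below the median of all test compounds minus 3 SD, in both replicates if run twice, cut at about 45% in these data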;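 note: 100% = median untreated cell wells and 0% = median positive control drug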
Active calls of the source: *; & = joins results of further samples. Some of the compounds tested; the hit share may differ from the screen's.

The opening two compounds as a preview:
#1 Cc1nc2ccccc2n1C1CCN(Cc2nnnn2CCc2ccccc2)CC1
  SKBR3 24h inh: 65

#2 O=c1c2ccccc2nc(CN2CCOCC2)n1-c1ccccc1F
  SKBR3 24h inh: 90

Main list, from the first entry:
#1 Cc1nc2ccccc2n1C1CCN(Cc2nnnn2CCc2ccccc2)CC1
  SKBR3 24h inh: 65

#2 O=c1c2ccccc2nc(CN2CCOCC2)n1-c1ccccc1F
  SKBR3 24h inh: 90

#3 CC(C)NS(=O)(=O)c1ccc(OCC(=O)N2CCN(Cc3ccccc3)CC2)c(Cl)c1
  SKBR3 24h inh: 97

#4 O=C(C1c2ccccc2C(=O)N2CCc3ccccc3C12)N1CCC2(CC1)OCCO2 (centres undefined)
  SKBR3 24h inh: 85

#5 CSc1ccc(C(=O)C(C)(C)N2CCOCC2)cc1
  SKBR3 24h inh: 100

#6 CCCn1nc2ccccc2c1P(=O)(N1CCOCC1)N1CCOCC1
  SKBR3 24h inh: 87

#7 CCCCCCn1c(O)c(C=NC2CCCCC2N)c(=O)[nH]c1=O (centres undefined)
  SKBR3 24h inh: 83

#8 O=C1CC(C(=O)N2CCC3(CC2)OCCO3)CN1CCc1ccccc1 (centres undefined)
  SKBR3 24h inh: 95

#9 COc1cc(CN2C(=O)NC(=O)C3(Cc4cc(C)ccc4N(C)C3)C2=O)cc(OC)c1 (centres undefined)
  SKBR3 24h inh: 106

#10 CN(C)P(=NC(=S)c1cccn1C)(N(C)C)N(C)C
  SKBR3 24h inh: 83

#11 CN1CCN(C(=O)COc2ccc(-c3nc4ccccc4s3)cc2)CC1
  SKBR3 24h inh: 83

#12 CCn1nc(-c2cccs2)nc2c(=O)n(C)c(=O)nc1-2
  SKBR3 24h inh: 27*

#13 CC(=O)[C@@]1(O)CC[C@H]2[C@@H]3CC=C4C[C@@H](O)CC[C@]4(C)[C@H]3CC[C@@]21C
  SKBR3 24h inh: 100

#14 C=CCn1c(O)c(C(=O)CCCCCC)c(=O)[nH]c1=O
  SKBR3 24h inh: 100

#15 O=C1CC(N2CCC(n3c(=O)[nH]c4ccccc43)CC2)C(=O)N1c1ccc(F)cc1 (centres undefined)
  SKBR3 24h inh: 85

#16 COc1ccc(N2CCN(CCCN)CC2)cc1
  SKBR3 24h inh: 92

#17 COc1ccc(C(=O)CC2C(=O)N(C)C(=O)N(C)C2=O)cc1
  SKBR3 24h inh: 81

#18 O=C(COc1ccccc1)N1CCN(CC2CC3C=CC2C3)CC1 (centres undefined)
  SKBR3 24h inh: 73

#19 Cc1ccc(CC2C(=O)N(C)C(=O)N(C)C2=O)s1
  SKBR3 24h inh: 81

#20 CN1C(=O)CN=C(c2ccc(Cl)cc2)c2cc(Cl)ccc21
  SKBR3 24h inh: 100

#21 O=C(Nc1ccccc1OC(=O)N1CCCCC1)N1CCCCC1
  SKBR3 24h inh: 94

#22 Cc1nc2cc(C(=O)N3CCC4(CC3)OCCO4)ccc2n1-c1ccc(Br)cc1
  SKBR3 24h inh: 92

#23 COc1ccccc1N1CCN(Cc2c(F)cccc2Cl)CC1
  SKBR3 24h inh: 117

#24 Fc1cccc(F)c1CN1CCN(Cc2c(F)cccc2F)CC1
  SKBR3 24h inh: 75

#25 C=COCCn1c(C)c(C(=O)OCC)c2cc(O)ccc21
  SKBR3 24h inh: 93

#26 CCCCn1c(O)c(C(C)=NCCCN(C)C)c(=O)[nH]c1=O
  SKBR3 24h inh: 81

#27 C[N+]1(C)CCc2cc3c(cc2[C@H]1[C@@H]1OC(=O)c2c1ccc1c2OCO1)OCO3
  SKBR3 24h inh: 108

#28 CCOP(=O)(C#CC(C)(C)C)C1(O)CCCCC1 (centres undefined)
  SKBR3 24h inh: 93

#29 CSC(=Nc1ccccc1)c1c(O)n(C)c(=O)n(C)c1=O
  SKBR3 24h inh: 85

#30 Cc1ccc2c(c1)N(CCC(=O)N1CCC3(CC1)OCCO3)C(=O)CO2
  SKBR3 24h inh: 71

#31 COc1ccc2c(c1)CC1(CN2C)C(=O)NC(=O)N(CCc2ccccc2)C1=O (centres undefined)
  SKBR3 24h inh: 97

#32 COc1ccc(C(=O)N2CCCC2=O)cc1
  SKBR3 24h inh: 94&104

#33 CCC(=Nc1ccc2c(c1)CCC2)c1c(O)n(C2CCCCC2)c(=O)[nH]c1=O
  SKBR3 24h inh: 81

#34 CCOc1ccccc1C1SCC(=O)Nc2c1c(=O)[nH]n2C(CC)CC (centres undefined)
  SKBR3 24h inh: 92

#35 CN(C)CP(=O)(O)CN(C)C=O
  SKBR3 24h inh: 102

#36 Cc1cccc(-n2c(-c3ccco3)nc3ccccc3c2=O)n1
  SKBR3 24h inh: 78

#37 CCCCOCCCn1c(N)c(C(=O)OC(C)COC)c2nc3ccccc3nc21 (centres undefined)
  SKBR3 24h inh: 85

#38 CCOC(=O)N(c1ccccc1)P1(=S)OCC(C)O1 (centres undefined)
  SKBR3 24h inh: 99

#39 Cn1c(O)c(C=NCCOc2ccc(Cl)cc2)c(=O)n(C)c1=O
  SKBR3 24h inh: 92

#40 C=C(C)CSc1nnc([C@@H](N)Cc2c[nH]c3ccccc23)o1
  SKBR3 24h inh: 97

#41 c1ccc2c(c1)CNc1ccccc1O2
  SKBR3 24h inh: 137

#42 CCOC(=O)C(C)Oc1cc(C)cc2oc(=O)c3c(c12)CCCC3 (centres undefined)
  SKBR3 24h inh: 81

#43 O=c1[nH]c2ccccc2c(=O)n1-c1cccc(Cl)c1
  SKBR3 24h inh: 131

#44 O=c1[nH]c(=O)n(Cc2ccc(F)cc2)c(O)c1C=NCC1CCCO1 (centres undefined)
  SKBR3 24h inh: 96

#45 Cc1ccc(Cl)cc1-n1c(O)c(C=NCCCN2CCOCC2)c(=O)[nH]c1=O
  SKBR3 24h inh: 82

#46 COc1cc(/C=N/n2cnnc2)ccc1OC(=O)N(C)C
  SKBR3 24h inh: 92

#47 CCCCNC(=O)c1c(N)n(CCCOC)c2nc3ccccc3nc12
  SKBR3 24h inh: 95

#48 CCOC(=O)c1ccc(N2C(=O)CC(N3CCC(C#N)(c4ccccc4)CC3)C2=O)cc1 (centres undefined)
  SKBR3 24h inh: 83

#49 C=CCn1c(O)c(C(C)=NCc2cccnc2)c(=O)[nH]c1=O
  SKBR3 24h inh: 92

#50 CC1(C)Cc2c(sc3c2C(=O)NC(c2cccnc2)N3)CO1 (centres undefined)
  SKBR3 24h inh: 81

#51 COP(=S)(OC)SCN1C(=O)c2ccccc2C1=O
  SKBR3 24h inh: 119

#52 COc1ccc(OCC(=O)N2CCN(CC3CC4C=CC3C4)CC2)cc1 (centres undefined)
  SKBR3 24h inh: 74

#53 O=c1[nH]c(=O)n(C2CCCCCC2)c(O)c1C=NC1CCN(Cc2ccccc2)CC1
  SKBR3 24h inh: 84

#54 CN1CCN(c2ccc(NC(=O)C(C)(C)C)cc2)CC1
  SKBR3 24h inh: 131

#55 CCCCP(=O)(O)CCC(=O)O
  SKBR3 24h inh: 87

#56 O=C(Nc1cccc(Cl)c1)c1c(O)c2c(n(Cc3ccco3)c1=O)CCCC2
  SKBR3 24h inh: 99

#57 O=C(COc1ccccc1)N1CCN(C2CCCC2)CC1
  SKBR3 24h inh: 110

#58 CCC(=NCCCN(CC)CC)c1c(O)n(C2CCCCC2)c(=O)[nH]c1=O
  SKBR3 24h inh: 80

#59 CCCCCCN=C(C)c1c(O)n(CCCC)c(=O)[nH]c1=O
  SKBR3 24h inh: 86

#60 Cc1cc(C)n(CCOC(=O)C2C(C=C(Cl)Cl)C2(C)C)n1 (centres undefined)
  SKBR3 24h inh: 75

Additional compounds
cpd	Compound	SKBR3 24h inh
61	CCC(=Nc1ccc(OC)cc1OC)c1c(O)[nH]c(=O)[nH]c1=O	113
62	CCCCOC(=O)C1=C(N)OC2=C(C(=O)CCC2)[C@]12C(=O)N(C)c1ccccc12	99
63	Cc1cc(OCc2nn[nH]n2)c2c3c(c(=O)oc2c1)CCCC3	97
64	Cc1nonc1-c1nc(-c2nonc2N)n[nH]1	111
65	NC(=O)C1(N2CCCCC2)CCN(Cc2ccccc2)CC1	104
66	C[C@]12CCC(=O)C=C1CC[C@@H]1[C@@H]2CC[C@]2(C)C(=O)CC[C@@H]12	91
67	CC(=NCCO)c1c(O)n(C)c(=O)n(C)c1=O	93
68	O=C1CN=C(c2ccccc2)c2oc3ccc(Br)cc3c2N1	89
69	O=P(C(c1ccc2c(c1)OCO2)N1CCOCC1)(N1CCOCC1)N1CCOCC1 (centres undefined)	84
70	CCOC(=O)C1CCN(C(C)C(=O)c2c(C)[nH]c3cc(C)ccc23)CC1 (centres undefined)	78
71	O=C(CCC(=O)N1CCC2(CC1)OCCO2)Nc1nnc(C(F)(F)F)s1	72
72	CC1(C)C(C(=O)NCc2ccco2)C1(C)C	71

From no. 40 as far as 72, copied from above:
cpd	Compound	SKBR3 24h inh
40	C=C(C)CSc1nnc([C@@H](N)Cc2c[nH]c3ccccc23)o1	97
41	c1ccc2c(c1)CNc1ccccc1O2	137
42	CCOC(=O)C(C)Oc1cc(C)cc2oc(=O)c3c(c12)CCCC3 (centres undefined)	81
43	O=c1[nH]c2ccccc2c(=O)n1-c1cccc(Cl)c1	131
44	O=c1[nH]c(=O)n(Cc2ccc(F)cc2)c(O)c1C=NCC1CCCO1 (centres undefined)	96
45	Cc1ccc(Cl)cc1-n1c(O)c(C=NCCCN2CCOCC2)c(=O)[nH]c1=O	82
46	COc1cc(/C=N/n2cnnc2)ccc1OC(=O)N(C)C	92
47	CCCCNC(=O)c1c(N)n(CCCOC)c2nc3ccccc3nc12	95
48	CCOC(=O)c1ccc(N2C(=O)CC(N3CCC(C#N)(c4ccccc4)CC3)C2=O)cc1 (centres undefined)	83
49	C=CCn1c(O)c(C(C)=NCc2cccnc2)c(=O)[nH]c1=O	92
50	CC1(C)Cc2c(sc3c2C(=O)NC(c2cccnc2)N3)CO1 (centres undefined)	81
51	COP(=S)(OC)SCN1C(=O)c2ccccc2C1=O	119
52	COc1ccc(OCC(=O)N2CCN(CC3CC4C=CC3C4)CC2)cc1 (centres undefined)	74
53	O=c1[nH]c(=O)n(C2CCCCCC2)c(O)c1C=NC1CCN(Cc2ccccc2)CC1	84
54	CN1CCN(c2ccc(NC(=O)C(C)(C)C)cc2)CC1	131
55	CCCCP(=O)(O)CCC(=O)O	87
56	O=C(Nc1cccc(Cl)c1)c1c(O)c2c(n(Cc3ccco3)c1=O)CCCC2	99
57	O=C(COc1ccccc1)N1CCN(C2CCCC2)CC1	110
58	CCC(=NCCCN(CC)CC)c1c(O)n(C2CCCCC2)c(=O)[nH]c1=O	80
59	CCCCCCN=C(C)c1c(O)n(CCCC)c(=O)[nH]c1=O	86
60	Cc1cc(C)n(CCOC(=O)C2C(C=C(Cl)Cl)C2(C)C)n1 (centres undefined)	75
61	CCC(=Nc1ccc(OC)cc1OC)c1c(O)[nH]c(=O)[nH]c1=O	113
62	CCCCOC(=O)C1=C(N)OC2=C(C(=O)CCC2)[C@]12C(=O)N(C)c1ccccc12	99
63	Cc1cc(OCc2nn[nH]n2)c2c3c(c(=O)oc2c1)CCCC3	97
64	Cc1nonc1-c1nc(-c2nonc2N)n[nH]1	111
65	NC(=O)C1(N2CCCCC2)CCN(Cc2ccccc2)CC1	104
66	C[C@]12CCC(=O)C=C1CC[C@@H]1[C@@H]2CC[C@]2(C)C(=O)CC[C@@H]12	91
67	CC(=NCCO)c1c(O)n(C)c(=O)n(C)c1=O	93
68	O=C1CN=C(c2ccccc2)c2oc3ccc(Br)cc3c2N1	89
69	O=P(C(c1ccc2c(c1)OCO2)N1CCOCC1)(N1CCOCC1)N1CCOCC1 (centres undefined)	84
70	CCOC(=O)C1CCN(C(C)C(=O)c2c(C)[nH]c3cc(C)ccc23)CC1 (centres undefined)	78
71	O=C(CCC(=O)N1CCC2(CC1)OCCO2)Nc1nnc(C(F)(F)F)s1	72
72	CC1(C)C(C(=O)NCc2ccco2)C1(C)C	71

Next compounds
cpd	Compound	SKBR3 24h inh
73	C=CCn1c(O)c(C(C)=NCCCO)c(=O)[nH]c1=O	79
74	CC1(C)N(O)C2CCCCC2N1O (centres undefined)	108
75	CCCOc1ccccc1C1SCC(=O)Nc2c1c(=O)[nH]n2C(C)CCC (centres undefined)	87
76	C=CCn1c(O)c(C(C)=Nc2ccc(NC(C)=O)cc2)c(=O)[nH]c1=O	85
77	COc1cc2c(cc1OC)-c1c(OC)c(OC)cc3c1C(C2)N(C)CC3 (centres undefined)	85
78	O=C(Cc1ccccc1)OCCN1CCCCC1	106
79	CC1(c2ccccc2)NCCN2C(=O)CSC21 (centres undefined)	83
80	CC(=NCCO)c1c(O)n(C2CCCCC2)c(=O)[nH]c1=O	132
81	CCN1CCN(c2ncnc3ccc(Br)cc23)CC1	91
82	Cn1c(O)c(C(=O)c2ccccc2Cl)c(=O)n(C)c1=O	107
83	O=c1[nH]c(=O)n(Cc2ccc(F)cc2)c(O)c1C=NCc1cccnc1	71
84	CCCCn1c(O)c(C(C)=NCCCN(CC)CC)c(=O)[nH]c1=O	102

(list continues)
cpd	Compound	SKBR3 24h inh
85	CN1C(=O)C(C2c3ccccc3C(=O)N2Cc2ccccc2)C(=O)N(C)C1=O (centres undefined)	93
86	Cc1ccc2c(c1)CC1(CN2C)C(=O)NC(=O)N(c2ccc(C)c(C)c2)C1=O (centres undefined)	93
87	CN=C(SCc1cc2c(cc1Cl)OCO2)c1c(O)n(C)c(=O)n(C)c1=O	84
88	O=C(c1ccco1)C12CN3CN(CN(C3)C1)C2	140
89	O=C(CN1C(=O)CN=C(c2ccccc2)c2ccccc21)NCc1ccco1	91

Bioassay records as filed in PubChem BioAssay.
